High-throughput results from PubChem.
POLH inh – DNA polymerase eta (human) inhibition; 390,000 tested, 1.2% active; Q9Y253; recombinant Pol eta, fluorescent DNA replication assay; AID 588591; Potency, µM (doses to about 114 µM), for the others: top-dose activity change, negative = inhibition, actives largely listed as inhibitors; also: % is scaled to controls: 0 for no effect and ±100 for the full control effect
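Fluorescent replication assay: 50 nM final substrate added after a 15 min room-temperature compound preincubation with 10 nM enzyme. Signal taken at 0 min and again at 10 min.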
Pol kappa inh – inhibitors of human DNA polymerase kappa; Q9UBT6; purified Pol kappa, fluorescent DNA synthesis assay, 10 min; Potency, µM (top dose mostly 107 µM), without a hit: at the highest dose activity, negative = inhibition, most hits filed as inhibitors; 400,000 tested, 0.53% active; also: % is scaled to controls: 0 for no effect and ±100 for the full control effect
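Kinetic fluorescence readout at 0 and 10 min followed reaction start with substrate at 50 nM final. Beforehand, enzyme (10 nM Pol kappa) stood 15 min with compound at room temperature; buffer-only wells were negative controls.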
POLI inh – blocks human DNA polymerase iota activity; Q9UNA4; Pol iota fluorescent replication assay, 10 min; Potency, µM (titrated, usually from 115 µM), for the others: top-dose activity, negative = inhibition, most hits filed as inhibitors; 390,000 tested, 1% active; AID 588590
Target sequence (Q9UNA4 whole entry, looked up): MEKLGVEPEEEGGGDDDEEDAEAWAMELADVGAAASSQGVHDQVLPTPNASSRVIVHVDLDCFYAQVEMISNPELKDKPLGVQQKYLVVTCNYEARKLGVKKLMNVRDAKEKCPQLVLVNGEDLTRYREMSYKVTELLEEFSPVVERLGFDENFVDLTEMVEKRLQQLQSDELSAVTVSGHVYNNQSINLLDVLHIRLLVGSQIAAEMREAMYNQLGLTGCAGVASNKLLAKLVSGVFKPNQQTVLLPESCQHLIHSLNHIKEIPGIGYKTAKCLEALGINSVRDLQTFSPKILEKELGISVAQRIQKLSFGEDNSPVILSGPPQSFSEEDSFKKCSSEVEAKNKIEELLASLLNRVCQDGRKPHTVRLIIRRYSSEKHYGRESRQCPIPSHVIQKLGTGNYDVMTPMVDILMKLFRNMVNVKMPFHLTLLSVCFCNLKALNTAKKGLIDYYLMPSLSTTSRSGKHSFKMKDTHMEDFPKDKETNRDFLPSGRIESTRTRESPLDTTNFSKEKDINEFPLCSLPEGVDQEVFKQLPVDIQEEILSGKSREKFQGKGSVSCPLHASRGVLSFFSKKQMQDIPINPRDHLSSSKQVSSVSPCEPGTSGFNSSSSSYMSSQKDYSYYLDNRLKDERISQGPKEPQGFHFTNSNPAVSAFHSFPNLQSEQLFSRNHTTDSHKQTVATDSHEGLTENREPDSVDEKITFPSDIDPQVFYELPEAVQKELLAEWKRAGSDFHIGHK
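Fluorescent replication assay read twice, at 0 min and 10 min after adding 50 nM (final) substrate. Enzyme (10 nM) and compounds were first incubated 15 min at room temperature; enzyme-free buffer wells were negative controls.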
Active calls of the source: *; u = inconclusive; & = joins results of further samples; [ ] = remark or other dose. Calls follow the shape of the dose curve; as a rule, active = well fitted inhibition curve with a large enough effect; inconclusive = small, poorly fitted or top-dose-only effect, or another doubt; inactive = no such curve, though single readings can be large or run the other way. Potency is read from the fitted curve at half-maximal effect. Not all compounds are listed; rates above refer to the full screens.

SMILES	POLH inh	Pol kappa inh	POLI inh
CCCCCCCCNS(=O)(=O)CCNCCc1ccccc1	-11%	-5%	12%
CC(C)(C)S(=O)(=O)N1Cc2cc(=O)n(Cc3ccccc3)c(CCO)c2[C@H]1CCO	-3%	-10%	-5%
O=C(O)C[C@H]1c2cc(C(F)(F)F)ccc2S(=O)(=O)N1Cc1ccccc1	-7%	-12%&1%	16%&-16%
Cn1nc(Cc2cccc3ccccc23)c(C#N)c1N	-7%	5%	-9%
CCC(=O)c1ccc(OC(=O)c2cccs2)cc1	-13%	-12%	11%
CCC(=NN=C(CC)c1ccccc1O)c1ccccc1O	-6%	-11%	9%
O=C(O)c1cccc2c1Oc1ccccc1S2(=O)=O	-14%	4%	58%[activator]
O=C(NCCOc1ccccc1)C1Nc2ccc(OC(F)(F)F)cc2C2C=CCC12 (stereo unspecified)	-10%	2%	-3%
CCOc1cc(Br)c(C(C)NC(=O)c2cccnc2)cc1OCC (stereo unspecified)	-17%	-4%	10%
CC(C)(C)OC(=O)N1CCC(C(=O)Nc2cccc(C(=O)NC3CC3)c2)CC1	-5%	-8%	12%
C#CCOCCOCCOCCNc1nc(N2CCN(C(=O)[C@H]([C@@H](C)CC)n3cc(CCC(=O)O)nn3)CC2)nc(N2CCN(C(=O)[C@H](Cc3ccc(O)cc3)n3cc(CCO)nn3)CC2)n1	0%	-13%	u
Nc1nccc(SCc2ccc(Cl)cc2Cl)n1	-37%	-9%	u
N=c1c2ccccc2nnn1-c1ccccc1[N+](=O)[O-]	-1%	-7%	12%
O=C(Nc1nccs1)[C@@H]1CC=C[C@@H]2CCN(Cc3ccccc3)C(=O)[C@@H]21	-11%	9%&6%	-20%&27%
O=[N+]([O-])c1ccc2cc[nH]c2c1	u	u	u
O=C(Cc1ccc(NC(=O)C2CCN(C(=O)C3CC3)CC2)cc1)Nc1ccc(C(=O)N2CCOCC2)cc1	-4%	-14%	2%
CC(=O)Nc1ccc(C(=O)Nc2cc(S(=O)(=O)N3CCOCC3)ccc2N2CCOCC2)cc1	-16%	1%	-11%
CC(=O)Oc1ccc(-c2cc3ccccc3oc2=O)cc1	-3%	14%	4%
O=C(C=Cc1cccs1)c1ccccc1	u	-10%	-19%
CC(=O)SC1CC(=O)C=C2CCC3C4CCC(=O)OC4(C)CCC3C21C (stereo unspecified)	-2%	-11%	110%[activator]
COc1ccc(C=CC(=O)C=CC=Cc2ccccc2)cc1	-1%	-22%	25%
CCOc1cc(N2CCOCC2)c(OCC)cc1NC(=O)CN1C(=O)NC(C)(c2ccc(OC)cc2)C1=O (stereo unspecified)	-15%	2%	61%[activator]
COc1ccc(C(=O)NNC(=O)c2cccc3ccccc23)cc1	-5%	-2%	u
O=[N+]([O-])c1ccccc1N=Nc1c(O)[nH]c2ccc(F)cc12	11%	-6%	10%
COc1ccc(C2C(C)C(=O)C(C)C(c3ccc(OC)cc3)N2N=O)cc1 (stereo unspecified)	-10%	-28%	17%

Next structures.
SMILES	POLH inh	Pol kappa inh	POLI inh
COc1ccc(CCNC(=O)c2ccc(NC(=O)CC3SC(N4CCCCC4)=NC3=O)cc2)cc1OC (stereo unspecified)	-10%	6%	-14%
CSCCC(NS(=O)(=O)c1ccc(Cl)cc1)C(=O)N1CCN(c2ccccc2)CC1 (stereo unspecified)	-23%	-8%	-17%
Clc1ccc2nc(CSc3nnc(-c4c[nH]c5ccccc45)o3)cn2c1	-10%	13%	-12%
CCC(CC)CN1CCC(CN2CCNC(=O)C2=O)CC1	-17%	-24%	u
COc1cccc(CN(CC(=O)NCC2CCCO2)C(=O)CNS(=O)(=O)c2ccccc2)c1 (stereo unspecified)	-2%	-12%	6%
O=C(COC(=O)c1ccccc1NCCO)Nc1ccc(S(=O)(=O)NC2=NCCCCC2)cc1	-5%	-6%	14%
CC[C@]12C(=O)N(C)C[C@H]([C@@H]3C(=O)N(Cc4ccccc4)C(=O)[C@@H]31)N2C(=O)c1ccc(F)cc1	-7%	-5%	-3%
O=C(Cc1ccc(NC(=O)C2CCN(C(=O)C3CCCC3)CC2)cc1)Nc1ccc(C(=O)N2CCOCC2)cc1	-23%	3%	10%
COc1ccc(C(=O)O)c(O)c1	-8%	19%	-5%
Nc1nc(SCC(=O)c2ccc(Cl)cc2)c2ncn(C3OC(CO)C(O)C3O)c2n1 (stereo unspecified)	-19%	-5%	67%[activator]
N#CC1(C#N)OC12CCS(=O)(=O)c1ccccc12 (stereo unspecified)	-3%	2%	-16%
CC(=O)Nc1ccc(C=NNc2nnc(NN=Cc3ccc(NC(C)=O)cc3)c3ccccc23)cc1	u	-31%	-10%
CC(NC(=O)c1ccccc1)C(=O)OCC(=O)Nc1cccc(S(=O)(=O)N2CCCC2)c1 (stereo unspecified)	-9%	-5%	20%
COc1ccccc1-c1cccc([C@@H]2C[C@H]3[C@H](CON3C)CN2C(C)=O)c1	-3%	-4%	3%
Cc1noc(COc2ccccc2OCC(N)=O)n1	-4%	-7%	40%[activator]
COc1ccc(CN2CC[C@H]3C=CC[C@@H](C(=O)N4CCOCC4)[C@H]3C2=O)cc1OC	-22%	7%&-23%	6%&20%
CC1(C)CC(=O)C=C(Nc2cccc(Cl)c2Cl)C1	3%	0%	u
O=c1c2ccccc2sc2ccc(NCCCN3CCOCC3)cc12	u	5%	u
S=C(NCc1ccccc1)C(=S)NCc1ccccc1	-21%	-4%	32%[activator]
O=C(NCCCCNC(=O)c1c(Cl)cccc1Cl)c1c(Cl)cccc1Cl	-3%	-11%	179%[activator]
CC(=O)c1ccc(S(=O)(=O)N(C)CC(=O)Nc2cccc(S(=O)(=O)N3CCCC3)c2)cc1	-9%	-4%	-12%
CC(=O)CC(CC(=O)NC1CCCCC1)c1ccccc1 (stereo unspecified)	-18%	8%	-1%
O=S(=O)(NCCc1c[nH]c2ccccc12)c1ccc(F)cc1	-15%	-16%	10%
CCCCn1c(=NC(C)=O)c(C#N)cc2c(=O)n3cccc(C)c3nc21	4%	u	u
CC(CC(=O)O)NCC1COc2ccccc2O1 (stereo unspecified)	-7%	-2%	42%[activator]

By substructure, the compounds so far containing a Cl atom.
SMILES	POLH inh	Pol kappa inh	POLI inh
Nc1nccc(SCc2ccc(Cl)cc2Cl)n1	-37%	-9%	u
CSCCC(NS(=O)(=O)c1ccc(Cl)cc1)C(=O)N1CCN(c2ccccc2)CC1 (stereo unspecified)	-23%	-8%	-17%
Clc1ccc2nc(CSc3nnc(-c4c[nH]c5ccccc45)o3)cn2c1	-10%	13%	-12%
Nc1nc(SCC(=O)c2ccc(Cl)cc2)c2ncn(C3OC(CO)C(O)C3O)c2n1 (stereo unspecified)	-19%	-5%	67%[activator]
CC1(C)CC(=O)C=C(Nc2cccc(Cl)c2Cl)C1	3%	0%	u
O=C(NCCCCNC(=O)c1c(Cl)cccc1Cl)c1c(Cl)cccc1Cl	-3%	-11%	179%[activator]

The results go on.
SMILES	POLH inh	Pol kappa inh	POLI inh
CCC(C)Cn1cnc2c(Sc3c([N+](=O)[O-])ncn3C)nc(N)nc21 (stereo unspecified)	-25%	2%	-11%
CC(Sc1ncnc2sccc12)C(=O)Nc1ccc(S(=O)(=O)N2CCOCC2)cc1 (stereo unspecified)	-20%	-7%	14%
C#CCOCCOCCOCCNc1nc(N2CCN(C(=O)Cn3cc(CCCCN)nn3)CC2)nc(N2CCN(C(=O)[C@H](C)n3cc(CCC(=O)O)nn3)CC2)n1	-10%	16%	19%
C/C(=C\C(=O)c1ccc(Cl)cc1)Nc1ccc(Br)cc1	-16%	-5%	8%
CC1CCCCC1NC(=O)COC(=O)c1c2c(nc3ccccc13)/C(=C\c1ccco1)CC2 (stereo unspecified)	10µM*	22µM*	3.2µM*
O=C1N[C@@H](Cc2ccccc2)C(=O)N2[C@@H]1C[C@@]1(Br)c3ccccc3N(S(=O)(=O)c3ccccc3)[C@@H]21	-23%	-6%	27%
CCOC(=O)c1ccc(NC(=O)c2c(N)n(C)c(=O)[nH]c2=O)cc1	-16%	5%	22%
CCOC(=O)c1cc2c(c(CCO)n1)[C@H](CCO)N(S(=O)C(C)(C)C)C2 (stereo partly specified)	-17%	6%	33%
C=C1CCN([C@@H](Cc2ccccc2)C(=O)NCCC(C)C)S(=O)(=O)c2ccccc21	-13%	-3%	22%
CC(C)C[C@@H](CNCC(=O)[C@H](Cc1ccccc1)NC(=O)c1[nH]cnc1C(=O)N[C@@H](C)CN)NC(=O)c1nc[nH]c1C(=O)N[C@@H](CC(=O)O)C(=O)O	-5%	-4%	u
Cc1nn(-c2ccccc2)c(N2CCCC2)c1/C=N/NC(=S)Nc1ccc(F)cc1	-23%	0%	29%
Cc1ccc(S(=O)(=O)N2CCN(C(=O)CN(Cc3ccco3)Cc3cccs3)CC2)cc1	-16%	9%	13%
CN(C)CC1CC/C(=C\c2ccc(O)cc2)C1=O (stereo unspecified)	u	-10%	u
CC(C)(C)c1ccc(OCC(O)CN2CCOCC2)cc1 (stereo unspecified)	-20%	-1%	89%[activator]
Cc1ccc(-n2c(SCC(=O)O)nc3sc4c(c3c2=O)CC(C)(C)SC4)cc1	-6%	12%	22%
Cc1cc(N2CCCCCC2)nc2ccc(F)cc12	-8%	-7%	11%
Cc1nn(-c2ccccc2)c(C)c1/C=N/NC(=O)c1ccc(F)cc1	-11%	-7%	14%
O=C(N/N=C/c1ccncc1)c1ccncc1	-2%	-8%	3%
CC(C)(C)NC(=O)Cn1nnc(-c2ccccc2NC(=O)c2ccco2)n1	3%	-9%	11%
O=C(NN1CCOCC1)c1ccc(Cl)cc1Cl	6%	-2%	-3%
N#Cc1c(-c2ccc(Cl)cc2)c(-c2ccc(Cl)cc2)nn(CCOC(=O)CCC(=O)O)c1=O	-12%	-6%	3%
C=CCc1ccc(OCCOc2cccc(/C=N/n3cnnc3)c2)c(OC)c1	-4%	-18%	-1%
Cc1cccc(C(C#N)c2nc3ccccc3nc2C(F)(F)F)c1 (stereo unspecified)	-19%	-6%	10%
CN(C)CCN1C(=O)CCC2(C)C1=CCC1C2CCC2(C)C1CCC2(C)O (stereo unspecified)	-17%	-1%	81%[activator]
COc1cc(/C=N/n2nnnc2N)cc(Cl)c1OC	-16%	4%	-2%

Remaining list, next part.
SMILES	POLH inh	Pol kappa inh	POLI inh
Nc1ccccc1C=C1Cc2ccccc2C1=O	-3%	-18%	90%[activator]
Cc1c(C=NNc2ccccc2)[nH]c(=O)[nH]c1=O	-18%	-3%	16%
CCC(=O)c1cccc(-c2ccccc2)c1CC	-7%	-14%	7%
COC(=O)CN1C(=O)[C@@H]2[C@H](C1=O)[C@@H]1CC(C(=O)OC)=C[C@@H](C(=O)OC)[C@@H]3C1=C(C(=O)[C@]3(C)NC(=O)c1ccccc1)[C@@H]2C	-18%	5%	24%
O=C(NCc1ccc(C(F)(F)F)cc1)C1CC(c2ccc(C(F)(F)F)cc2)=NO1 (stereo unspecified)	-6%	-12%	-2%
O=C(CN(C(=O)c1ccc(Cl)cc1Cl)N1C(=O)C2C3C=CC(C3)C2C1=O)c1ccc(F)cc1 (stereo unspecified)	-7%	-6%	-11%[58.9 µM]
CCN(C(=O)COC(=O)/C(=C/c1ccccc1)NC(C)=O)c1c(N)n(Cc2ccccc2)c(=O)[nH]c1=O	-10%	-3%	7%
COc1ccc2c3c(ccc2c1)C(=O)/C(=C/O)CC3	-4%	-6%	9%
CC(=O)Nc1c(Br)cc2c(c1Br)C(=O)c1ccccc1-2	-19%	-16%	22%
COc1ccccc1C=NNC(=O)C(=O)NN=Cc1ccccc1OC	2%	-11%	2%
O=S(=O)(O)c1cccc2cccc(Nc3ccccc3)c12	20µM*	u	28µM*
CC(C)(C)n1nc(Cc2cccc3ccccc23)c2c(N)ncnc21	-22%	-17%	-15%
O=[N+]([O-])c1ccc(COc2ccccc2CN2CCCC2)cc1	-9%	-4%	-2%
O=c1cc(-c2ccccc2)n(S(=O)(=O)c2ccc3ccccc3c2)o1	u	-9%	-16%
COc1cccc(/C=N/NC(=O)c2cccc3ccccc23)c1OC	-12%	11%	7%
COc1ccccc1NC(=O)N(O)C1(C#N)CCCCC1	-5%	3%	10%
COc1ccc(-c2cc(C(=O)N(C)CC(=O)Nc3ccccc3C(F)(F)F)c3ccccc3n2)cc1OC	-9%	6%	3%
CC(C)(C)OC(=O)N1CCC(C(=O)Nc2ccc(C(=O)N3CCCC3)cc2)CC1	-13%	11%	-2%
CC1CC2C3CCC4=CC(=O)C=CC4(C)[C@@]3(Cl)C(O)CC2(C)C1(O)C(=O)CO (stereo partly specified)	-19%	-9%	4%

Exported with values under each structure: three of the compounds above.
Order of values: POLH inh | Pol kappa inh | POLI inh
COc1ccc(C=CC(=O)C=CC=Cc2ccccc2)cc1
    -1% | -22% | 25%
CCOc1cc(N2CCOCC2)c(OCC)cc1NC(=O)CN1C(=O)NC(C)(c2ccc(OC)cc2)C1=O (stereo unspecified)
    -15% | 2% | 61%[activator]
COc1ccc(C(=O)NNC(=O)c2cccc3ccccc23)cc1
    -5% | -2% | u
